N-glyco inh = N-linked glycosylation inhibition | reporter increase, % at 12.5 µM | D54 ERlucT glycosylation luciferase reporter, 24 h; percent of 100 nM tunicamycin response | 360,000 tested, 0.23% active | AID 588692;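 active = mean luciferase reporter signal, scaled so untreated is 0 and the glycosylation-blocking control 100, at or above a set limit in every replicate; inconclusive = mean reaches the limit but not every replicate does; inactive = mean below the limit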;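 also: luciferase carries N-glycosylation sites so blocking glycosylation raises the light; 0% = median of neutral control wells and 100% = median of 100 nM tunicamycin wells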
aDG glyco up = increases alpha dystroglycan glycosylation; Pro5-aDG cells, alpha-DG glycosylation AlphaScreen (IIH6); 0% Pro5, 100% B10-LARGE cell signal; activation, % at 10 µM; 360,000 tested, 0.22% active;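 active = activation of at least 8% versus controls, or a plate z-score of at least 8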;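 also: Pro5 are CHO cells carrying HIG-tagged alpha-DG that lacks glycosylation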
MC4R antag cAMP = antagonists of human melanocortin 4 receptor (MC4R). P32245. 360,000 tested, 0.48% active. AID 540295. MC4R-expressing cells, MTII-stimulated cAMP, LANCE TR-FRET. inhibition, % at 6.5 µM;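 active = inhibition above its plate's cutoff, the mean of tested wells on that plate plus 3 SD, cut at about 29% in these data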;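 also: 0% = Melanotan II alone and 100% = Melanotan II plus saturating MCL0020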
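material = U2OS cells stably expressing human melanocortin 4 receptor (MC4R) | also added = Melanotan II challenge | dosing = single nominal compound dose of 6.5 µM | detection = TR-FRET with Eu-cAMP and labeled anti-cAMP, 671 nm | replication = singlicate | timing = compound 30 min, challenge 1 h, detection 1 h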
Vif imaging = HIV Vif inhibition; HEK293T cells, Vif self-association by quenched fluorescence, imaging, 24 h; inhibition, % at 7.49 µM; 340,000 tested, 0.35% active; AID 602346; in the data active = inhibition above about 50%, passing the limit was not always enough; inconclusive = no clear call, values can overlap the other calls; inactive = below about 31%; also: some results filed as inactive read as strong as hits
ABCB6 inh MLPCN = human ABCB6 transporter inhibition. Q9NP58. K562-ABCB6 porphyrin accumulation, flow cytometry, 1 h; active compounds read low. fluorescence ratio to DMSO, % at 10 µM. 360,000 tested, 0.19% active;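 active = fluorescence ratio to DMSO below 75%, the collection mean minus 3 SD; inconclusive = too few cells collected in the well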;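 also: signal is porphyrin accumulated inside mitochondria; 100% equals median channel fluorescence of DMSO control wells; lower ratio means ABCB6 inhibition with less porphyrin fluorescence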
Target sequence (Q9NP58 whole entry, looked up): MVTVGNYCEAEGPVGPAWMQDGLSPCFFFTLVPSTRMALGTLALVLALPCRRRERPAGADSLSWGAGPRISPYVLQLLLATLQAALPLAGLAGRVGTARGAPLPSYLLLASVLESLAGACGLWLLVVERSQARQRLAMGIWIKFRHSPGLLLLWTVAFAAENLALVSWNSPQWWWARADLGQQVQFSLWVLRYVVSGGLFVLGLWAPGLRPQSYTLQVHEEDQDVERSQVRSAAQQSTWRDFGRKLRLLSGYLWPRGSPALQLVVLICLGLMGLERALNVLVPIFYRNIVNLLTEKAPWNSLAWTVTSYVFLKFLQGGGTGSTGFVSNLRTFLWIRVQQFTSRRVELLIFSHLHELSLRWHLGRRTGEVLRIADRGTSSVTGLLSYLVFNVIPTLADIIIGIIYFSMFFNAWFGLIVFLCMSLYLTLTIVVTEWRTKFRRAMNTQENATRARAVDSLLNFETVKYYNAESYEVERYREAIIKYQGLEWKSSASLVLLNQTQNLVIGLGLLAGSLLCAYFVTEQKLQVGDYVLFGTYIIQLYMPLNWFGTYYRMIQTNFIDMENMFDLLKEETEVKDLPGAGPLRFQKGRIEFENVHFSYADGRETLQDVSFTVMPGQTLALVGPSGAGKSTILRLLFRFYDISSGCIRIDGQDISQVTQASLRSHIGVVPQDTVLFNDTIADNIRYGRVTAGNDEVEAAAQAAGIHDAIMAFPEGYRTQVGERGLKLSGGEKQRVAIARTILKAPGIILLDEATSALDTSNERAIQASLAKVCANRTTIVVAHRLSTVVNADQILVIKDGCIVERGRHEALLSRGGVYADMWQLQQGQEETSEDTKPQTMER
MC4R barr agon = human MC4R agonism via beta-arrestin | P32245 | U2OS MC4R beta-arrestin complementation, luminescence; percent of melanotan II response, DMSO zero | activation, % at 8.9 µM | 360,000 tested, 0.98% active;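 active = activation above a per-plate cutoff, the mean activation of sample wells on that plate plus 3 SD, cut at about 8% in these data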
Granule exo inh = blocks lytic granule exocytosis. inhibition, % at 10 µM. TALL-104 LAMP-1 surface exposure, flow cytometry; cells stimulated with thapsigargin and PMA. 360,000 tested, 0.66% active;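 active = inhibition above about 55%, limit read from the data; inconclusive = no clear call, values can overlap the other calls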
TLR9-MyD88 inh = TLR9-MyD88 interaction inhibition; CHO BLA complementation TLR9-MyD88, CCF4 FRET ratio; inhibition, % at 4.98 µM; 340,000 tested, 0.21% active; AID 504734; Q9NR96+Q99836;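 active = inhibition above the mean over all tested compounds plus 3 SD, cut at about 21% in these data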;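 also: 0% = DMSO only wells and 100% = clavulanate BLA inhibitor control wells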
ABHD5-PLIN5 inh = inhibitors of human ABHD5-perilipin-5 interaction | AID 602281 | 360,000 tested, 0.78% active | Split G. princeps luciferase complementation, luminescence, 4 h | inhibition, % at 4 µM;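 active = inhibition above the mean inhibition across every tested compound plus 3 SD, cut at about 22% in these data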;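 also: 0% = DMSO only wells and the 100% control is not disclosed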
NOD2-RIPK2 inh = inhibitors of human NOD2-RIPK2 interaction; 360,000 tested, 0.38% active; inhibition, % at 4.98 µM; CHO BLA complementation NOD2-RIPK2, CCF4 ratio; AID 624267; O43353; in the data active = inhibition above about 21%;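 also: 0% = vehicle only and 100% = reference blocker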
Starred values were filed as active, the others as inactive; ? = inconclusive; nt = not tested or not shown.

Molecule,TLR9-MyD88 inh,ABCB6 inh MLPCN,MC4R antag cAMP,ABHD5-PLIN5 inh,Granule exo inh,NOD2-RIPK2 inh,Vif imaging,MC4R barr agon,aDG glyco up,N-glyco inh
CCCCCC(=O)N[C@@H](c1ccccc1)[C@@H](O)C(=O)O[C@H]1C[C@@]2(O)[C@@H](OC(=O)c3ccccc3)C3[C@](C)(C(=O)[C@H](OC(C)=O)C(=C1C)C2(C)C)[C@@H](O)C[C@H]1OC[C@@]31OC(C)=O (stereo not given in full),-5,99,8,-3,-3,-5,41,-1.5,0.0,16
CCOC(=O)N1CCN(CC(O)COc2ccc(C)cc2C(C)(C)C)CC1 (stereo not given),3,100,-1,5,6,-4,-7,2.4,0.5,2
CN(c1ccccc1)S(=O)(=O)c1ccc(Cl)c(C(=O)Nc2nn[nH]n2)c1,-6,97,10,-7,2,-7,1,1.9,0.0,2
Cc1onc(-c2ccccc2Cl)c1C(=O)OCC(=O)N1CCCc2ccccc21,-15,101,-2,-3,-10,-3,-2,-1.2,0.4,-8
COc1ccc(CCNC(=O)COC(=O)c2cc(OC)c(OC)cc2OC)cc1OC,5,103,7,-5,3,-2,7,-2.1,0.0,2
CC(=O)N1c2ccccc2Sc2ccccc21,-9,98,-2,8,-4,-1,-9,0.5,-0.1,2
CC1Cc2ccccc2N1C(=O)c1ccnc(C(C)(C)C)c1 (stereo not given),4,93,2,0,-4,2,-10,-1.5,0.4,-1
CCCCNC(=O)Cn1c(=O)c2c(ncn2CCC(C)C)n(Cc2ccccc2)c1=O,-11,97,12,1,17,-5,2,-2.5,0.0,-1
CCCCCn1nc(C(=O)OCc2nnc(-c3ccccc3)o2)c2ccccc2c1=O,2,95,2,1,-2,-7,-3,-2.0,0.4,0
COc1cc(C(c2c(C)[nH][nH]c2=O)c2c(C)[nH][nH]c2=O)ccc1OS(=O)(=O)c1ccccc1,-11,99,3,-2,8,0,2,-0.6,0.4,1
O=c1[nH]cc(S(=O)(=O)N2CCN(c3ccc(F)cc3)CC2)c(=O)[nH]1,-11,105,11,-2,3,-3,-8,-2.1,-0.2,1
C#CCOCCOCCOCCNc1nc(N2CCN(C(=O)CCCCCCCCCCNC(=O)[C@@H](CCC(=O)O)n3cc(CCCCCN)nn3)CC2)nc(N2CCN(C(=O)CCCCCCCCCCNC(=O)[C@H](CCCCN)n3cc(C[C@@H](C)CC)nn3)CC2)n1,6,97,13,41*,-1,3,9,-1.3,0.6,-9
CCCCn1c(CN(Cc2ccccc2)Cc2ccccc2)nc2c1c(=O)n(C)c(=O)n2C,4,94,19,2,7,-11,-12,-1.0,0.3,-2
COc1ccccc1N1CCN(C(=O)C2CC(=O)N(c3ccccc3)C2)CC1 (stereo not given),2,98,-4,-1,-2,-7,-4,-0.5,-0.1,1
O=C(C1=C(O)C(=O)N(c2ncccn2)C1c1ccc(Cl)c(Cl)c1)c1ccco1 (stereo not given),10,159,5,9,-2,4,2,-1.6,0.3,-1
Cc1ccc(C)c(NC(=O)C(OC(=O)c2ccc(CO)cc2)c2ccccc2)c1 (stereo not given),3,99,-1,-1,-1,-5,-3,-0.9,0.0,1
Cc1cc(C(=O)Cn2nnc(-c3ccc(Cl)cc3)n2)c(C)n1-c1ccccc1,11,92,6,4,0,-4,-12,-0.1,-0.2,2
CC(C)c1ccc(N(CC(=O)NCCc2ccccc2)C(=O)c2csnn2)cc1,-2,102,8,-6,13,-1,-9,-0.2,0.2,-4
Cc1cc(C)n(-c2nc3ccccc3nc2Nc2ccc3[nH]c(=O)[nH]c3c2)n1,0,99,3,-8,3,5,0,19*,-0.1,1
Cc1ccc(S(=O)(=O)N2CCN(C(=O)COC(=O)c3cnc(C)cn3)CC2)c(C)c1,3,100,-2,-3,4,-10,-6,-2.1,-0.2,0
Cc1nc2ccc(C(=O)O)cc2c2c1CC(C)S2 (stereo not given),6,195,-6,-7,-4,-9,nt,-1.7,-0.1,0
COc1ccc(-c2nnn(CC(=O)NC3CCCc4ccccc43)n2)cc1OC (stereo not given),-7,99,1,-1,-2,3,12,-0.2,0.6,1
COc1ccc(-n2nnnc2SCC(=O)NCCc2ccccc2)cc1OC,8,98,9,4,-2,6,1,-4.2,1.3,-1
Nc1cc(OC(=O)c2cccs2)nn1S(=O)(=O)c1ccc(F)cc1,6,93,-4,-2,-2,4,-1,-0.8,-0.1,5
CCOc1ccc(NC(=O)CCc2c(C)nn(-c3ccc(N4CCCCC4)nn3)c2C)cc1,-2,101,0,-2,0,-16,2,-1.2,0.0,-3
Cc1ccc(NC(=O)CSc2nc3ccccc3c3nc4ccccc4n23)cc1,6,108,-25,9,2,12,-1,1.0,-0.2,20
Cc1[nH]n(-c2ccc([N+](=O)[O-])cc2)c(=O)c1C=NCCN1CCN(C(=O)c2ccc(Br)cc2)CC1,-7,83,-7,8,8,-8,nt,-2.0,0.3,nt
CCN1CCc2nc(N)oc2CC1,6,100,0,-1,-1,-1,-2,-0.4,0.1,-1
C#CCOCCOCCOCCNc1nc(N2CCN(C(=O)CCCCCCCCCCNC(=O)[C@@H](CCSC)n3cc(CCO)nn3)CC2)nc(N2CCN(C(=O)CCCCCCCCCCNC(=O)[C@@H]([C@H](C)O)n3cc(C)nn3)CC2)n1,2,?,3,53*,7,-6,-5,-1.5,0.2,13
CN(C(=O)c1cccc(NC(=O)Cc2cccc(NC(=O)C3CCN(C(=O)C4CC4)CC3)c2)c1)C1CCC1,2,99,9,1,-3,-13,nt,2.2,-0.1,0

A run of entries from the list above, as a working copy:
Molecule,TLR9-MyD88 inh,ABCB6 inh MLPCN,MC4R antag cAMP,ABHD5-PLIN5 inh,Granule exo inh,NOD2-RIPK2 inh,Vif imaging,MC4R barr agon,aDG glyco up,N-glyco inh
CCN1CCc2nc(N)oc2CC1,6,100,0,-1,-1,-1,-2,-0.4,0.1,-1
C#CCOCCOCCOCCNc1nc(N2CCN(C(=O)CCCCCCCCCCNC(=O)[C@@H](CCSC)n3cc(CCO)nn3)CC2)nc(N2CCN(C(=O)CCCCCCCCCCNC(=O)[C@@H]([C@H](C)O)n3cc(C)nn3)CC2)n1,2,?,3,53*,7,-6,-5,-1.5,0.2,13
CN(C(=O)c1cccc(NC(=O)Cc2cccc(NC(=O)C3CCN(C(=O)C4CC4)CC3)c2)c1)C1CCC1,2,99,9,1,-3,-13,nt,2.2,-0.1,0

Other structures:
Molecule,TLR9-MyD88 inh,ABCB6 inh MLPCN,MC4R antag cAMP,ABHD5-PLIN5 inh,Granule exo inh,NOD2-RIPK2 inh,Vif imaging,MC4R barr agon,aDG glyco up,N-glyco inh
CCN(CC)C(=O)/C(=C\c1ccc2c(c1)OCO2)NC(=O)c1ccc(Br)cc1,0,94,6,-2,-7,-2,nt,-0.6,0.2,1
CCCCCN1CC(=O)N2[C@@H](Cc3c([nH]c4ccccc34)C2(C)C)C1=O,-9,92,-2,5,-4,-4,1,0.2,0.0,0
CC(C)c1nccn1S(=O)(=O)c1cc([N+](=O)[O-])ccc1Cl,-2,90,-8,2,-1,-9,16,-0.9,-0.2,2
O=[N+]([O-])c1cc(S(=O)(=O)N2CCOCC2)ccc1NS(=O)(=O)c1ccccc1,0,94,-2,2,-10,3,?,-1.7,0.0,-1
CS(=O)(=O)N1CCN(c2ccc([N+](=O)[O-])cc2C(F)(F)F)CC1,0,95,6,6,7,-1,-4,-0.8,0.0,-1
COc1ccccc1C=NNC(=O)NN=Cc1ccccc1OC,-4,98,5,-10,1,9,-7,1.2,-0.1,-2
CC(=O)Oc1ccc(NC(=O)CCC2CCCCC2)c(C(=O)O)c1,0,90,1,2,-1,-2,-2,0.6,-0.2,0
O=C(Cc1n[nH]c(=O)c2ccccc12)OCC(=O)c1ccccc1,-1,82,0,0,-4,-3,6,0.6,-0.2,-1
CCOC(=O)c1cnn(CC2CCCCC2)c1N,-10,99,4,-4,0,-14,0,1.3,0.3,1
N#CCCn1cc(C(=O)Nc2ccccn2)c(-c2ccccc2)n1,-6,106,24,-1,0,0,-5,0.7,-0.1,1
COc1ccccc1-c1csc(C(O)c2ccc(F)c(F)c2)n1 (stereo not given),nt,97,4,-8,0,0,5,0.2,0.0,-1
CC1(C)Cc2nc(NC3CCCCC3)c(C#N)cc2CO1,2,103,1,-1,-3,-6,-4,0.8,-0.7,-3
Nc1nc(SCC(=O)NCCOCCO)nc2sc3c(c12)CCCC3,9,99,7,-7,-2,-8,5,-0.6,-0.4,2
CN(C)c1cccc(C(=O)OCC(=O)NC(=O)NCc2ccccc2)c1,-3,105,7,3,4,-19,-10,1.2,-0.1,3
COc1cc(C)ccc1Oc1ccc([N+](=O)[O-])cc1,-6,98,-1,-2,-4,-9,2,-0.4,0.0,-3
CSc1nnc(C2CCN(CC(=O)Nc3ccccc3N3CCOCC3)CC2)n1C,2,92,-2,-2,26,2,4,-0.8,0.2,1
O=C(NC(=S)NCc1cccnc1)c1cc(Br)ccc1Cl,8,100,-4,5,39,-1,nt,3.5,3.5*,nt
CC(NC(=O)c1cnc2ccccc2n1)c1ccccc1 (stereo not given),-1,113,5,8,-1,2,-57,-1.6,0.3,1
COc1ccc(S(=O)(=O)n2nc(OCc3cccs3)cc2N)cc1,-5,97,11,3,4,-5,-3,-1.0,0.0,0
CN(C)S(=O)(=O)N1CCN(C(=O)c2cccc(Br)c2)CC1,-5,99,-3,5,0,0,12,-2.0,0.1,-1
Cc1ccc(NC(=O)COC(=O)CC2CC3CCC2C3)cc1S(=O)(=O)N1CCOCC1 (stereo not given),2,94,-6,-4,-1,17,0,3.6,-0.1,3

An excerpt; count on the stated rates, not on these rows.
